CAL PDZ FP-1 = untagged CAL PDZ binding inhibitors, primary screen, biochemical, fluorescence polarization, HTS | 300,000 compounds, 0.92% hits | inhibition, % at 24.9 µM | purified CAL PDZ, TMR-peptide fluorescence polarization, 1 h | AID 602252, 2012;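 active = mean inhibition of at least 30% with at least half of replicates also reaching 30%; inconclusive = no clear call, values can overlap the other calls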;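 note: 0% = DMSO neutral control and 100% = excess unlabeled competitor peptide PRC23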
CAL PDZ FP-2 = CAL PDZ peptide-binding inhibitors, primary screen, biochemical, fluorescence polarization, Cer-tagged CAL PDZ, HTS | 330,000 compounds, 0.02% hits | AID 504414, 2011 | purified CAL PDZ, TMR-peptide fluorescence polarization, 1 h | inhibition, % at 20 µM | Golgi-associated PDZ and coiled-coil motif-containing protein (Homo sapiens), Q9HD26;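 active = highest replicate inhibition of at least 40%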;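 note: plate controls were DMSO neutral control wells for no effect and unlabeled competitor peptide control wells for full effect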
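System: tagged CAL PDZ domain. Schedule: 1 h room-temperature incubation prior to read. Signal: fluorescence polarization (mP). Measure: percent inhibition from loss of millipolarization.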
dFosB activator = activators of delta FosB homodimer, primary screen, biochemical, fluorescence polarization, TAMRA-CDK5 oligo, single point | Protein FosB (Mus musculus), P13346 | purified delta FosB; percent of positive-control signal above neutral wells | activation, % at 25 µM | 340,000 compounds, 0.99% hits;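 active = mean activation above about 17%, with every replicate also reaching it, limit read from the data, passing the limit was not always enough; inconclusive = only one of the two conditions met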;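 note: fluorescence polarization rise as delta FosB binds a TAMRA Cdk5 AP-1 oligo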
Rtt109 HAT inh = inhibitors of C. albicans Rtt109/Vps75 HAT, primary screen, biochemical, ThioGlo CoA-SH fluorescence, plate reader; purified Rtt109/Vps75, 4 h; 330,000 compounds, 0.16% hits; Histone acetyltransferase RTT109 (Candida albicans (strain SC5314 / ATCC MYA-2876)), …; inhibition, % at 34.9 µM;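 active = inhibition of at least 50% in every replicate; inconclusive = best replicate reaches 50% inhibition but some replicates fall short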
Target sequence (Q5AAJ8 whole entry, looked up): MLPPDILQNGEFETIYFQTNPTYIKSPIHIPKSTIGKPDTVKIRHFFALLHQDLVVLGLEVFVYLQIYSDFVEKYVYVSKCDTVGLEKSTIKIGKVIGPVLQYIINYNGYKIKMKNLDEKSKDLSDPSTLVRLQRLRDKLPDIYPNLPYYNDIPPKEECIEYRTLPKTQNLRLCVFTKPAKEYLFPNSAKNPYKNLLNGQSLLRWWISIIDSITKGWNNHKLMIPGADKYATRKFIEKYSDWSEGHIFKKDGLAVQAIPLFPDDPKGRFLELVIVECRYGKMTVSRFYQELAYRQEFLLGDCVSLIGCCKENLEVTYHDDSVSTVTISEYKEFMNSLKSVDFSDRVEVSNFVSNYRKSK
NSD2 HMT inh = NSD2 histone methyltransferase inhibitors, primary screen, biochemical, AlphaScreen, single concentration, set 2; Histone-lysine N-methyltransferase NSD2 (Homo sapiens), O96028; NSD2 peptide methylation, 120 min; inhibition, % at 12.5 µM; 310,000 compounds, 0.54% hits; AID 743445, 2014; in the data active = inhibition above about 50%
MITF TRPM1 HTS = activators of MITF-driven TRPM1 promoter reporter, primary screen, cell-based, SK-MEL-5, luciferase, single point. SK-MEL-5 TRPM1-promoter luciferase, 24 h; % of positive control, neutral wells = 0. activation, % at 12.5 µM. 300,000 compounds, 0.75% hits;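 active = mean activation of at least 80% with every replicate also reaching 80%; inconclusive = mean reaches 80% but some replicate falls short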;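 note: 0% = neutral control wells and 100% = parthenolide positive control wells; values of inactives mirror those of a sister screen read the other way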
PvdQ inh = P. aeruginosa PvdQ acylase inhibitors, primary screen, biochemical, fluorescence, plate reader and imaging, single point; 340,000 compounds, 0.063% hits; AID 488965, 2010; purified PvdQ acylase; PvdQ acylase [Pseudomonas aeruginosa LESB58]; inhibition, % at 10 µM; in the data active = inhibition above about 30%, passing the limit was not always enough; inconclusive = no clear call, values can overlap the other calls;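 note: 0% = vehicle neutral wells and 100% = reference inhibitor wells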
SR-BI HDL uptake = inhibitors of SR-BI mediated HDL lipid uptake, primary screen, ldlA[mSR-BI] cells, fluorescence, single point | Scavenger receptor class B member 1 (Mus musculus), Q61009 | ldlA[mSR-BI] CHO cells, DiI-HDL uptake fluorescence, 3 h | inhibition, % at 12.5 µM | 320,000 compounds, 0.96% hits | AID 488896, 2010;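 active = mean replicate inhibition of at least 70% and a set share of replicates each scoring 70 or more; inconclusive = meets just one of the two criteria; inactive = fails both criteria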;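 note: 0% = median of neutral control wells and 100% = median of positive control wells; values of inactives mirror those of a sister screen read the other way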
Target sequence (Q61009 whole entry, looked up): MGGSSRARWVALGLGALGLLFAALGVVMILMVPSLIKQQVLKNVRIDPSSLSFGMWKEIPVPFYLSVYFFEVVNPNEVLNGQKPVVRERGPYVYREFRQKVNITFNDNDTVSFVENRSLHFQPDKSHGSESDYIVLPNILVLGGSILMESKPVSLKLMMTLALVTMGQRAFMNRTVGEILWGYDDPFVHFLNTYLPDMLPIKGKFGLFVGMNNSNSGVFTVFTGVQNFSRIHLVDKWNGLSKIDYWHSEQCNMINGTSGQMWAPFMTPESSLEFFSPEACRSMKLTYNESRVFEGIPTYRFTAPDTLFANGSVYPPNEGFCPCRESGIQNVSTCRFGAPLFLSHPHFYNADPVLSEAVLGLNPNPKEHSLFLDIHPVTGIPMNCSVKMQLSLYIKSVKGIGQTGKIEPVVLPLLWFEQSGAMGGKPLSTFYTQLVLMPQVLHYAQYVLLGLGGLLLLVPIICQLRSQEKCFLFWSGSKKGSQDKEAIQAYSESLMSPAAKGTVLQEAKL
SR-BI uptake up = activators of SR-BI mediated DiI-HDL uptake, primary screen, ldlA[mSR-BI] CHO cells, DiI fluorescence. activation, % at 12.5 µM. 320,000 compounds, 0.096% hits. AID 504775, 2011. 3 h; 100 = double the neutral-control signal;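 active = mean replicate activation of at least 60% and every replicate at or above 60%; inconclusive = mean or all-replicate condition met, but not both; inactive = mean below 60% and not all replicates reaching 60%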;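 note: 0% = median plate neutral-control signal and 100% = twice that signal; values of inactives mirror those of a sister screen read the other way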
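system = CHO ldlA[mSR-BI] cells, LDL receptor-null, SR-BI overexpressing | medium = Ham's F12 with 0.5% BSA, HEPES 25 mM, pH 7.4 | probe or stimulus = DiI-HDL 10 µg/mL | compound dosing = single-point compound dose | incubation = compound exposure 3 h, 37 °C | technique = DiI fluorescence, bottom read | read-out = cell-associated DiI fluorescence as measure of HDL uptake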
PfHsp90 yeast 2 = growth inhibition of PfHsp90-expressing yeast, primary screen, antimalarial PfHsp90 inhibitor project, S. cerevisiae, BacTiter-Glo luminescence, single point, set 2; AID 504621, 2011; inhibition, % at 9.4 µM; BacTiter-Glo ATP, 48 h; yeast lacking PDR1 and PDR3 efflux regulators; 310,000 compounds, 0.32% hits;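 active = every replicate shows inhibition above about 80%, whatever the replicate mean, limit read from the data; inconclusive = mean inhibition reaches the set limit but some replicate falls short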;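 note: 0% = DMSO neutral controls and 100% = 20 µM radicicol positive controls; yeast relying on Plasmodium falciparum Hsp90 in place of its own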
Starred values were filed as active, the others as inactive; ? = inconclusive; . = no result given.

SMILES	CAL PDZ FP-1	CAL PDZ FP-2	dFosB activator	Rtt109 HAT inh	NSD2 HMT inh	MITF TRPM1 HTS	PvdQ inh	SR-BI HDL uptake	SR-BI uptake up	PfHsp90 yeast 2
Cc1ccc(-c2nc3ncccn3c2Nc2ccc3c(c2)OCCO3)cc1	0	-2.0	-4	0	16	.	-9	-255	?	.
O=C(Nc1cc(Br)ccc1O)c1cnn2c(C(F)F)cc(C3CC3)nc12	-1	0.3	-2	-1	0	-28	8	77*	-77	15
C/C=C/C(=O)Nc1ccccc1Br	-4	-2.6	3	.	-5	3	-1	-18	18	9
COc1cccc(NC(=O)CN(C)C(=O)CC2CC3CCC2C3)c1 (stereo unspecified)	-5	-1.6	-6	-1	0	-1	8	3	-3	5
O=C(CN1c2cccc3cccc(c23)S1(=O)=O)NCCc1ccc(F)cc1	0	0.5	-5	18	1	1	5	-1	1	-2
Cc1ccccc1C1c2[nH]c3ccccc3c2CCN1C(=O)c1ccc(=O)n(C)n1 (stereo unspecified)	-17	-2.0	-12	1	8	3	-12	-3	3	-6
Cc1ccccc1C(=O)NCC(=O)OC1CCCCC1=O (stereo unspecified)	-1	-1.9	-3	20	0	4	-4	-10	10	.
C/C(=N/Nc1cc(-c2ccccc2)nc(-c2ccccc2)n1)c1ccc(O)cc1	-4	-1.8	-10	18	-1	-1	-6	.	.	4
N#Cc1c(NC(=O)COC(=O)c2ccc(O)cc2O)sc2c1CCC2	-9	-0.5	39*	1	6	19	-16	-9	9	-3
C=CCNC(=O)NC(=O)CSc1nnc(C(F)(F)F)n1C	12	-0.9	3	-1	-1	-3	-6	-35	35	10
Cc1nc2ccc(-c3nc4cc(N)ccc4o3)cc2[nH]1	-1	-0.9	-9	-2	-1	-5	-11	55	.	-3
O=C(Cn1cc([N+](=O)[O-])cn1)Nc1ccccn1	0	0.0	-4	6	27	3	-5	-23	23	-4
CCC(C)c1ccc(NC(=O)COC(=O)C2CCCC2)cc1 (stereo unspecified)	-5	0.0	-3	1	-9	7	-12	-19	19	-11
COc1ccc(-n2cnnc2SCC(=O)NC2CCS(=O)(=O)C2)cc1 (stereo unspecified)	-1	0.8	-7	-2	-2	-14	-7	-3	3	1
CC(=O)NNc1nc(-c2ccccc2)c2cc(Br)ccc2n1	2	-2.3	10	-4	-1	.	1	-7	7	.
CCCC1(CCC)NC(=O)N(CC(=O)N2CCN(C(=O)c3ccco3)CC2)C1=O	-1	-0.6	-4	-3	1	-2	-12	-4	4	-70
COc1cc(C(=O)NCC(=O)NCC2COc3ccccc3O2)cc(OC)c1OC (stereo unspecified)	0	-1.3	-7	-3	-5	-3	-7	7	-7	23
CC(OC(=O)C(C)N1C(=O)C2C3C=CC(C4CC34)C2C1=O)C(=O)c1ccccc1 (stereo unspecified)	-2	-0.4	3	-19	7	4	-13	6	-6	-3
Cc1cccc(C)c1N(CC(=O)N1CCOCC1)S(C)(=O)=O	44*	.	-6	-10	-3	-12	-2	-3	3	-5
C[C@@]12CCC[C@H](O1)[C@@H]([C@H](O)c1ccccc1)O2	-9	-0.3	1	-13	.	5	-14	-16	16	12
Cc1cc(C)nc(SC2CCCCC2NS(=O)(=O)c2ccccc2)n1 (stereo unspecified)	-5	-0.2	-9	-9	-1	11	-11	-13	13	8
COc1ccc(CC(=O)N/N=C(\C)CC(=O)Nc2cccc(F)c2)cc1	-1	-2.8	-6	5	-1	4	-16	-2	2	-26
Cc1cc(C)c(C)c(S(=O)(=O)Nc2ccc(OCC(=O)O)cc2)c1C	0	-0.1	-8	-8	.	-4	22	.	.	-7
Cc1onc(-c2ccccc2Cl)c1C(=O)N1CCOC12CCCCC2	4	-1.3	-5	8	-3	-7	4	12	-12	.
COc1ccc([C@H]2CC(=O)C=C(c3cccc(Cl)c3)C2)cc1OC	-3	-2.1	-2	-14	.	3	-7	54	-54	-12
O=C(COC(=O)C1CC2C=CC1C2)NCc1ccccc1Cl (stereo unspecified)	-3	0.0	-1	2	14	1	-13	-10	10	21
CCn1c(Cc2cccc3ccccc23)nnc1SCC(=O)Nc1nccs1	.	-1.1	-10	10	5	5	-9	28	-28	-46
CN(C(=O)c1cccc(NC(=O)Cc2ccc(NC(=O)C3CCN(C(=O)CCc4ccccc4)CC3)cc2)c1)C1CC1	8	-1.3	-10	-7	.	-7	-21	61	-61	2
COc1ccccc1NC(=O)COC(=O)c1ccc(S(=O)(=O)NCc2ccco2)cc1	.	-0.5	-16	1	1	6	-13	-9	9	21
CC(C)CCSc1nc(N2CCOCC2)c2c(c1C#N)CC(C)(C)OC2	-1	-1.3	-14	7	-1	3	-9	22	-22	-16
Cc1cc(C)n2nc(C(=O)OC(C)C(=O)c3cc(C)c(C)cc3C)nc2n1 (stereo unspecified)	3	0.2	-5	11	0	-5	-8	-4	4	-5
O=C(CSc1ccc2c(c1)OCCO2)N1CCN(c2ccccc2)CC1	.	0.1	-10	4	2	6	-10	4	-4	16
O=C(NCCc1ccc(F)cc1)C(=O)NCC1CCCN1S(=O)(=O)c1cccs1 (stereo unspecified)	.	0.8	8	5	-2	-12	-2	5	-5	18
CC(C)CC(c1nnnn1Cc1ccco1)N1CCN(C2CCCC2)CC1 (stereo unspecified)	-4	-1.7	3	-14	-1	1	-16	5	-5	-45
CCNC(=O)c1cccc(S(=O)(=O)N2CCCCCC2)c1	-2	-2.3	3	-4	-1	7	-7	2	-2	-4
Cc1ccc(NC(=O)CN2C(=O)NC3(CCCc4ccccc43)C2=O)c(Cl)c1 (stereo unspecified)	.	-1.2	-6	8	1	6	-10	35	-35	.
NC(=O)c1c(NC(=O)C2CCCO2)sc2c1CCCC2 (stereo unspecified)	5	-0.5	2	-3	0	4	-17	-4	4	2
CSc1nsc(SC)c1C(=O)Nc1ccc(C(C)(C)C)cc1	-1	-0.4	2	1	-4	2	-2	54	-54	-29
Cc1ccc(-n2nnnc2SC(C)C(=O)Nc2ccccc2-c2ccccc2)cc1 (stereo unspecified)	-1	-3.9	-3	0	-6	12	-5	-7	7	29
Cc1cc(NC(=O)Cc2ccccc2)ccc1NC(=O)c1cccs1	-4	4.6	3	9	0	4	-10	-6	6	-8
N#Cc1cccc2cnccc12	-5	-2.0	1	3	-6	-11	-11	-20	20	8
CCN(CC(=O)Nc1c(F)cccc1F)C(=O)Cc1cccs1	.	-0.9	3	-6	-1	12	-11	9	-9	-3
Cc1c(C(=O)NCCC2=CCCCC2)sc2ncnc(N3CCCCC3C)c12 (stereo unspecified)	0	-2.1	-15	-6	-4	-1	-10	-14	14	5
COc1cc2c(cc1OC)C(C)N(C(=O)Nc1ccc(F)cc1)CC2 (stereo unspecified)	-2	-1.6	7	3	4	-19	-14	26	-26	12
CC(=O)NCCc1ccc(S(=O)(=O)NCc2ccc3c(c2)OCO3)cc1	-2	-2.9	-2	5	-2	-8	-12	3	-3	-18
O=C(N/N=C/c1sc(N2CCOCC2)nc1-c1ccccc1)c1cccc(S(=O)(=O)N2CCOCC2)c1	-8	0.1	-12	6	11	-63	-15	.	.	-15
O=C(CC1C(=O)NCCN1C(=O)Nc1ccccc1)Nc1ccc2c(c1)OCCO2 (stereo unspecified)	.	-1.4	-3	9	2	-2	4	-13	13	.
Cc1ccc(-c2csc(NC(=O)c3ccc(Br)cc3)c2C(=O)O)cc1	2	-2.4	-3	.	-2	106*	0	-22	22	24
COc1ccc(-c2cc3c(=O)n(CC(=O)NCCCN4CCC(N5CCCCC5)CC4)nc(C)n3n2)cc1	-1	-3.7	-8	2	9	-71	-6	3	-3	3
Cc1ccsc1/C=N/NC(=O)CNC(=O)c1ccccc1	-1	-3.5	-3	7	2	10	4	-7	7	7
COc1ccc(N2CN=C3SCC(=O)N3C2)cc1	-4	-0.9	-16	-3	5	8	-14	-10	10	-3
COc1cc(CN(C(=O)c2ccco2)C2CCS(=O)(=O)C2)cc(OC)c1OC (stereo unspecified)	.	-0.3	1	0	-5	-6	-6	-1	1	9
COc1ccc(NC(=O)c2nnn(CC(=O)Nc3ccc4c(c3)OCO4)c2N)cc1OC	-5	-0.7	-4	-5	-3	5	-4	54	-54	14
Cn1nccc1C(=O)N1CCN(c2cccc(Cl)c2)CC1	-2	-2.2	-3	-4	2	13	-7	-27	27	-11
CCOC(=O)c1sc(N)nc1C(C)(C)C	-1	-0.2	-2	-20	1	-7	-6	-2	2	-2
N#CCC(CNc1ncc(C(F)(F)F)cc1Cl)OC(=O)c1ccc(Cl)cc1Cl (stereo unspecified)	-4	-0.1	-10	-1	1	-8	-7	18	-18	.
Cn1nc(C(=O)NNC(=O)C2CSC3(C)CCC(=O)N23)c2ccccc2c1=O (stereo unspecified)	3	-0.8	-3	-9	3	5	-12	-15	15	.
N#Cc1cccc(NC(=O)CNc2cccc(S(=O)(=O)N3CCCCC3)c2)c1	-7	-3.1	-5	3	-1	-5	-2	19	-19	.
CCC1(CC)Cc2ccccc2C(Nc2c(C)n(C)n(-c3ccccc3)c2=O)=N1	-3	.	5	3	42	-12	-3	-5	5	-5
CCN(CC)S(=O)(=O)c1ccc(N2CCCC2)c(NC(=O)c2ccccc2OC)c1	0	-3.0	-3	4	-1	-19	-14	20	-20	22
O=C(CSc1nnc(NC(=O)c2ccccc2F)s1)NC1CCCC1	0	-1.2	-11	3	-6	42	-13	.	.	-8
Nc1ccc2c(c1)C(=O)c1ccc(Br)cc1-2	-8	1.3	1	-1	0	14	-9	9	-9	.

Compound activity as filed in PubChem.
